Bcl-W Bim block: inhibitors of Bim-Bcl-W interaction, human; Q92843; bead-based flow cytometry, Bim peptide-Bcl-W binding; inhibition, % at 10 µM; hit rate 0.02% among 190,000; AID 952;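 also: 0% = bound tracer without compound and 100% = peptide blocker; higher means less fluorescent Bim peptide bound to Bcl-W beads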
Target sequence (Q92843 whole entry, looked up): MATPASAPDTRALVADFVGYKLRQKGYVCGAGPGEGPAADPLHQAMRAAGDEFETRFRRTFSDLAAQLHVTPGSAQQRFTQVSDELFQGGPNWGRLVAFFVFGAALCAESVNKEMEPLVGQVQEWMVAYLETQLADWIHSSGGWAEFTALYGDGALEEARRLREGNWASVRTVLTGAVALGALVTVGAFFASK
Rab2A wt mod: changes GTP binding to wildtype dog Rab2A, up or down; AID 760; P61105; GTP binding activity, % at 10 µM; GST-Rab2 wt beads, Bodipy-GTP binding, flow cytometry; hit rate 0.19% among 190,000;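 active = GTP binding activity at least 20 points away from 100%, either lowered or raised; inconclusive = signal likely due to the compound's own green fluorescence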;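 also: 0% = beads with excess unlabeled GTP and 100% = no-compound control corrected for plate trend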
HRas wt GTP: changes GTP binding to wildtype human HRas. GST-Ras wt beads, Bodipy-FL-GTP binding, flow cytometry; actives lie on both sides. GTP binding activity, % at 10 µM. P01112. hit rate 0.14% among 190,000;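 active = GTP binding activity at least 20% away from the 100% baseline, either lowered as inhibitor or raised as activator; inconclusive = flagged as likely green fluorescent, judged across all proteins in the well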;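 also: 0% = unlabeled GTP competition control and 100% = no-compound control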
Target sequence (P01112 whole entry, looked up): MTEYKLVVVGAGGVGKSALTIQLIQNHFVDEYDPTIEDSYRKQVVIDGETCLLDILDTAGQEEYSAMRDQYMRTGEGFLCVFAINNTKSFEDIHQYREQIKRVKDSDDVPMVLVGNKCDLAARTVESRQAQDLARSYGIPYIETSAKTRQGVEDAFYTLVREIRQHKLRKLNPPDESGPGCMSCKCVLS
Bcl-XL Bim block: disrupts Bim peptide binding to human Bcl-XL; hit rate 0.04% among 190,000; bead flow cytometry, fluorescence; AID 1007; Q07817; inhibition, % at 10 µM
Target sequence (Q07817 whole entry, looked up): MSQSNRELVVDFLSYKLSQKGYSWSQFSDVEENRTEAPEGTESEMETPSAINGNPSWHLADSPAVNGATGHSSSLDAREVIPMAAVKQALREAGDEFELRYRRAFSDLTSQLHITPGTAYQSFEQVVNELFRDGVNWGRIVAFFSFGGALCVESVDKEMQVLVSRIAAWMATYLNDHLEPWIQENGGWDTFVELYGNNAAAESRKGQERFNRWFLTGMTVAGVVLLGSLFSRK
Cdc42 wt GTP: human Cdc42 wildtype GTP binding change, either direction; hit rate 0.2% among 190,000; GST-Cdc42 beads, Bodipy-GTP binding, flow cytometry; actives lie on both sides; percent activity (GTP binding), % at 10 µM;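 active = percent activity GTP binding at least 20 points away from the 100% baseline, either down as inhibitor or up as activator; inconclusive = compound flagged as likely green fluorescent from well-wide comparison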;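 also: median bead fluorescence of bound Bodipy-FL-GTP at 100 nM; 0% = excess unlabeled GTP control and 100% = no compound control; below 100% means less GTP binding so inhibitor and above means activator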
Target sequence (P60953 whole entry, looked up): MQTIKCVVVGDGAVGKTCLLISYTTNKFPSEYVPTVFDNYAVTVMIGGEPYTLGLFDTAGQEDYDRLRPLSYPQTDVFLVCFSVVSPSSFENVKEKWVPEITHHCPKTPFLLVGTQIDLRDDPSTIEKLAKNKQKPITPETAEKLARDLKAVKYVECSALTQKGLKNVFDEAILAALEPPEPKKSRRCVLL
Rac1 wt GTP bind: modulators of human Rac1 wildtype GTP binding | GTP binding activity (% of control), % at 10 µM | P63000 | hit rate 0.27% among 190,000 | AID 757 | GST-Rac1 beads, fluorescent GTP binding, flow cytometry; actives lie on both sides; 0 = cold GTP competed, 100 = untreated;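 active = GTP binding activity at least 20 points away from the 100% control level, either lower or higher; inconclusive = compound flagged as likely green fluorescent, judged across all proteins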
Rac1 act GTP bind: alters GTP binding to activated mutant human Rac1; percent activity (GTP binding), % at 10 µM; hit rate 0.11% among 190,000; GST-Rac1 activated beads, fluorescent GTP binding, flow cytometry; actives lie on both sides; 100% means binding = to untreated wells; P63000;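 active = GTP binding at least 20 percentage points away from the 100% baseline, in either direction, so actives lie on both sides; inconclusive = Compound likely fluorescent itself, or too few beads counted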
Bim-Bfl-1: disrupts Bim binding to human Bfl-1 | Q16548 | Bead-based flow cytometry, Bim-Bfl-1 binding inhibition | inhibition, % at 10 µM | hit rate 0.12% among 190,000 | AID 1008;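 also: 0% = wells without compound plus tracer and 100% = blocker peptide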
Bim-Bcl-2: disrupts Bim peptide binding to human Bcl-2; P10415; Bead-based flow cytometry, Bim peptide-Bcl-2 binding; inhibition, % at 10 µM; hit rate 0.06% among 190,000; in the data active = inhibition above about 40%; inconclusive = no clear call, values can overlap the other calls;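 also: 0% = no compound wells with probe peptide and 100% = reference peptide inhibitor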
Bcl-B Bim block: human Bim-Bcl-B interaction inhibition. inhibition, % at 10 µM. hit rate 0.073% among 190,000. bead-based flow cytometry, Bim peptide-Bcl-B binding. Q9HD36;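 also: 0% = tracer peptide without compound and 100% = reference inhibitor peptide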
Target sequence (Q9HD36 whole entry, looked up): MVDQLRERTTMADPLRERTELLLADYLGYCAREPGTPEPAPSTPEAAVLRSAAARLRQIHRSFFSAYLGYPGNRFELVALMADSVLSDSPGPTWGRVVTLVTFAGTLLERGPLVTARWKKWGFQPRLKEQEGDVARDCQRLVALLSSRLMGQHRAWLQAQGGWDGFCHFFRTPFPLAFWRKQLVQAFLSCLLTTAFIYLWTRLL
Rab7 wt modul: dog Rab7 wildtype GTP binding, inhibitors and activators | GST-Rab7 beads, fluorescent GTP binding, flow cytometry; actives lie on both sides; untreated = 100%, excess cold GTP = 0% | GTP binding activity (percent of control), % at 10 µM | hit rate 0.055% among 190,000;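 active = fluorescent GTP binding to Rab7 beads changed by at least 20 points from the 100% baseline, either direction, mostly lower; inconclusive = compound itself probably fluorescent, or too few beads counted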;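 also: median green fluorescence of bound Bodipy-FL-GTP per Rab7 bead population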
* = called active by the depositor; ? = inconclusive; . = not tested or not shown. Rule as the data show it, unless noted: active = inhibition above about 40%.

SMILES	Bcl-W Bim block	Rab2A wt mod	HRas wt GTP	Bcl-XL Bim block	Cdc42 wt GTP	Rac1 wt GTP bind	Rac1 act GTP bind	Bim-Bfl-1	Bim-Bcl-2	Bcl-B Bim block	Rab7 wt modul
CC(=NCCCN1CCOCC1)c1c(O)[nH]c(=O)[nH]c1=O	1	96	97	2	98	97	96	-15	-9	-8	97
CCCNS(=O)(=O)c1ccc(OCC(=O)N2CCN(C)CC2)cc1	-4	97	99	-6	98	102	102	-5	-6	-4	91
Cc1ccc(C)c(NC(=O)CSc2nnc([C@@H](N)Cc3c[nH]c4ccccc34)o2)c1	0	103	102	-5	104	103	100	0	0	-4	103
O=P(Nc1cccnc1)(Oc1ccccc1)Oc1ccccc1	-2	97	101	-6	101	104	100	-18	-13	-7	101
CC(C)c1ccc(N2C(=O)NC(=O)/C(=C/C=C/c3ccco3)C2=O)cc1	-4	87	92	-4	88	93	87	0	-2	-7	93
CN[C@@H]1C[C@@H](c2ccc(Cl)c(Cl)c2)c2ccccc21	-3	.	.	-1	.	.	.	0	-7	-1	.
C=CC[N+]1(C)C2CCC1CC(O)C2 (stereo unspecified)	-5	98	98	-4	99	99	97	-4	0	-2	96
O=C(C1CCN(c2nc3ccc(Br)cc3s2)CC1)N1CCC2(CC1)OCCO2	0	100	100	0	97	96	91	-2	-1	-1	100
CCOC(=O)C1(CCc2ccccc2)CCN(Cc2ccco2)CC1	-4	96	95	-5	98	99	96	-6	-2	-4	98
Cc1c(NC(=O)C(C)OC(=O)Cc2ccccc2)c(=O)n(-c2ccccc2)n1C (stereo unspecified)	3	99	103	0	102	105	100	-12	-9	-6	100
COc1ccccc1N(CC(=O)NC1CCCCC1)C(=O)c1cnn(C(C)C)c1	-2	98	101	-4	100	104	100	-9	-7	-5	101
CC(=O)OC1N=C(c2ccccc2)c2ccccc2NC1=O (stereo unspecified)	0	101	103	0	102	103	97	-1	-3	0	104
Cc1cccc(NP(C)(=O)c2nc3c(s2)CCCC3)c1 (stereo unspecified)	-3	102	99	-6	104	106	101	0	1	-1	100
CCOc1ccccc1-n1c(O)c(C=NCc2ccc3c(c2)OCO3)c(=O)[nH]c1=O	4	101	101	0	104	107	101	-8	-2	-3	102
CN(C)C(Cc1ccc(C#N)cc1)C(=O)c1ccccc1 (stereo unspecified)	14	102	99	8	102	101	99	9	7	12	98
Cn1c(=O)c2c(ncn2CCCl)n(C)c1=O	1	98	97	1	95	97	97	-1	0	0	103
Cc1ccc(N)c(C(=O)c2ccccc2)c1	0	98	100	-1	99	100	97	0	0	-2	97
Cc1cc(NC(=O)CCl)no1	-1	?	?	-4	?	?	?	-4	0	-1	?
N=C1c2ccccc2CN1c1ncccn1	-3	101	97	-2	97	97	96	-4	-2	-2	104
CCc1cccc2c(C#N)cn(CC(=O)N3CCOCC3)c12	-2	100	98	-4	100	100	98	-16	-9	-8	96
Nc1ccccc1C(=O)OCC(=O)Nc1ccc(Br)cc1F	-2	99	102	-4	99	105	99	-7	-8	-8	101
O=C(Cc1cc(=O)[nH]c(=O)[nH]1)N1CCN(CCO)CC1	0	101	99	0	97	99	98	-3	-5	-3	105
Cc1ccccc1C(O)(Cc1ccccc1)C1CN2CCC1CC2 (stereo unspecified)	3	95	96	0	97	98	97	1	5	2	90
Clc1ccc(CNC2CN3CCC2CC3)cc1 (stereo unspecified)	-4	102	102	-5	101	105	97	-1	-3	-4	104
CC(C)OC12Oc3ccccc3C=C1N1CCC2CC1 (stereo unspecified)	7	100	101	-6	103	101	99	-11	-1	-5	98

One compound at a time, as listed above.
Results for Cc1ccc(C)c(NC(=O)CSc2nnc([C@@H](N)Cc3c[nH]c4ccccc34)o2)c1 = Bcl-W Bim block = 0; Rab2A wt mod = 103; HRas wt GTP = 102; Bcl-XL Bim block = -5; Cdc42 wt GTP = 104; Rac1 wt GTP bind = 103; Rac1 act GTP bind = 100; Bim-Bfl-1 = 0; Bim-Bcl-2 = 0; Bcl-B Bim block = -4; Rab7 wt modul = 103
Results for C=CC[N+]1(C)C2CCC1CC(O)C2 (stereo unspecified) = Bcl-W Bim block = -5; Rab2A wt mod = 98; HRas wt GTP = 98; Bcl-XL Bim block = -4; Cdc42 wt GTP = 99; Rac1 wt GTP bind = 99; Rac1 act GTP bind = 97; Bim-Bfl-1 = -4; Bim-Bcl-2 = 0; Bcl-B Bim block = -2; Rab7 wt modul = 96

The results go on.
SMILES	Bcl-W Bim block	Rab2A wt mod	HRas wt GTP	Bcl-XL Bim block	Cdc42 wt GTP	Rac1 wt GTP bind	Rac1 act GTP bind	Bim-Bfl-1	Bim-Bcl-2	Bcl-B Bim block	Rab7 wt modul
C[N+]1=C(/C=C/Nc2ccccc2)C(C)(C)c2ccccc21	-1	101	102	-7	103	109	102	-6	2	8	102
COc1ccc(OC)c(CN2CCN(C(=O)COc3cccc(C)c3)CC2)c1	-1	102	101	-7	103	105	98	-15	-9	-9	105
COc1ccccc1CCNCc1ccc(OC)c(OC)c1OC	-3	96	96	-3	93	96	95	-10	-5	-5	99
COc1cccc(-c2nc(CS(=O)CC(=O)N3CCC4(CC3)OCCO4)c(C)o2)c1 (stereo unspecified)	-1	102	100	0	104	102	100	0	0	-1	97
CC(C)n1c(=O)c(C=Nc2ccc(S(N)(=O)=O)cc2)c(O)n(Cc2ccco2)c1=O	-4	102	102	-6	102	105	102	3	0	-5	100
Cc1ccc(-c2ccc(=O)n(CC(=O)N3CCC4(CC3)OCCO4)n2)cc1	-1	101	99	0	99	100	90	-7	-2	-1	108
CCC(C)C12CN3CCN(CC(C)(C3)C1O)C2 (stereo unspecified)	-4	95	93	-1	96	91	92	-7	-2	-5	91
CC1=NN(c2ccccc2)C(=O)C1/C=C1\C(=O)NC(=O)N(c2cc(C)cc(C)c2)C1=O (stereo unspecified)	-1	98	99	-2	99	103	96	-1	14	1	97
COc1cc(CN2CCN(c3cc(C)ccc3C)CC2)ccc1O	4	103	103	-1	105	105	101	-7	-5	-5	100
Cn1c(O)c(C=NC2CCCCC2)c(=O)[nH]c1=S	0	98	100	-2	97	99	96	-4	-3	-4	103
CCOP(=O)(OCC)C(NC(=O)C(C)C)C(Cl)(Cl)Cl (stereo unspecified)	0	97	99	-4	99	98	95	-4	-2	-4	97
c1csc(CN2CCNCC2)c1	-2	103	103	-2	99	101	99	-10	-4	-9	110
O=C1NC(=O)N(CCc2ccc(F)cc2)C(=O)/C1=C\C=C\c1ccccc1	1	91	92	0	91	95	89	0	1	-3	93
CCOP1(=S)Oc2cc3c(cc2C(C(=O)OC)(C(F)(F)F)O1)OCO3 (stereo unspecified)	3	103	103	-1	103	106	100	0	-5	-14	102
C(CCc1nn[nH]n1)CCc1nn[nH]n1	-1	102	105	-5	104	105	104	-1	0	-2	101
O=C1NC(=S)NC(=O)C12C(c1ccc(F)cc1)NC(=S)NC2c1ccc(F)cc1 (stereo unspecified)	-5	96	97	-5	97	101	96	0	-1	0	94
O=C1CCN(C(=O)Cc2ccccc2[N+](=O)[O-])CC1	-4	99	96	0	97	94	93	4	1	3	108
Cc1oc(-c2ccccc2)nc1CN1C(=O)CN=C(c2ccccc2)c2ccccc21	-4	96	97	-5	102	101	99	-5	-3	-4	95
CCC(C)N1C(=O)NC(=O)C2(Cc3c(ccc4ccccc34)N(C)C2)C1=O (stereo unspecified)	18	97	100	2	100	97	99	28	8	-2	97
COc1ccc(/C=C2/C(=O)NC(=S)N(C3CC3)C2=O)cc1CN1C(=O)c2ccccc2C1=O	-12	95	96	-10	103	101	96	-9	-7	-17	102
CN1C2CCC1CC(OC(=O)CCN1CCCC1)C2 (stereo unspecified)	-3	95	96	-11	99	93	96	-17	-15	-12	95
Cc1cccc(NC(=O)N2CCCC2)c1	-1	94	95	-1	98	97	96	-5	0	-5	94
CNC(C)Cc1ccccc1Sc1ccc(O)cc1 (stereo unspecified)	-1	98	100	-2	99	101	99	0	0	-3	99
CCOC(=O)C1CCCN(c2ccc([N+](=O)[O-])c3nonc23)C1 (stereo unspecified)	-3	102	102	-3	97	104	101	-2	-5	-4	105
CN1CCN(c2nc(Cl)ncc2F)CC1	0	100	96	-2	103	100	99	-6	-3	-6	108
O=[N+]([O-])c1ccc(NCc2ccccc2)c2nonc12	0	102	100	-6	97	101	93	-2	-2	-8	102
CNC(=O)Oc1ccc2ncccc2c1	-2	105	99	-3	98	102	97	0	0	-6	104
Cc1ccc(N2C(=O)NC(=O)/C(=C\c3ccoc3)C2=O)cc1	-2	99	98	-1	97	97	95	-7	-1	0	104
O=C1NC(=O)C(C(CC(=O)c2ccccc2)c2ccccc2)C(=O)N1 (stereo unspecified)	0	100	97	0	100	101	95	-5	0	-2	103

Ordered by number of heavy atoms (smallest number first): part of the list above
SMILES	Bcl-W Bim block	Rab2A wt mod	HRas wt GTP	Bcl-XL Bim block	Cdc42 wt GTP	Rac1 wt GTP bind	Rac1 act GTP bind	Bim-Bfl-1	Bim-Bcl-2	Bcl-B Bim block	Rab7 wt modul
c1csc(CN2CCNCC2)c1	-2	103	103	-2	99	101	99	-10	-4	-9	110
CNC(=O)Oc1ccc2ncccc2c1	-2	105	99	-3	98	102	97	0	0	-6	104
CCC(C)C12CN3CCN(CC(C)(C3)C1O)C2 (stereo unspecified)	-4	95	93	-1	96	91	92	-7	-2	-5	91
Cn1c(O)c(C=NC2CCCCC2)c(=O)[nH]c1=S	0	98	100	-2	97	99	96	-4	-3	-4	103
CN1C2CCC1CC(OC(=O)CCN1CCCC1)C2 (stereo unspecified)	-3	95	96	-11	99	93	96	-17	-15	-12	95
O=[N+]([O-])c1ccc(NCc2ccccc2)c2nonc12	0	102	100	-6	97	101	93	-2	-2	-8	102
CCOC(=O)C1CCCN(c2ccc([N+](=O)[O-])c3nonc23)C1 (stereo unspecified)	-3	102	102	-3	97	104	101	-2	-5	-4	105
COc1ccccc1CCNCc1ccc(OC)c(OC)c1OC	-3	96	96	-3	93	96	95	-10	-5	-5	99
O=C1NC(=O)C(C(CC(=O)c2ccccc2)c2ccccc2)C(=O)N1 (stereo unspecified)	0	100	97	0	100	101	95	-5	0	-2	103
CCC(C)N1C(=O)NC(=O)C2(Cc3c(ccc4ccccc34)N(C)C2)C1=O (stereo unspecified)	18	97	100	2	100	97	99	28	8	-2	97
COc1ccc(OC)c(CN2CCN(C(=O)COc3cccc(C)c3)CC2)c1	-1	102	101	-7	103	105	98	-15	-9	-9	105
CC1=NN(c2ccccc2)C(=O)C1/C=C1\C(=O)NC(=O)N(c2cc(C)cc(C)c2)C1=O (stereo unspecified)	-1	98	99	-2	99	103	96	-1	14	1	97

Only part of the results is shown, so the mix of outcomes need not match the whole.
